From PubChem BioAssay
CHT block: human CHT choline transport inhibition. B-score at 10 µM. AID 488975. 310,000 compounds, 0.86% hits. CHT-expressing cells, membrane potential dye, choline response; stronger effect = lower value. Q9GZV3;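 active = B-score over 3 SD under the library average, and starting fluorescence ratio not unusually high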;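 also: choline stimulus applied at its EC90 after an EC20 pre-addition; B-score computed on integrated fluorescence ratio after choline addition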
Target sequence (Q9GZV3 whole entry, looked up): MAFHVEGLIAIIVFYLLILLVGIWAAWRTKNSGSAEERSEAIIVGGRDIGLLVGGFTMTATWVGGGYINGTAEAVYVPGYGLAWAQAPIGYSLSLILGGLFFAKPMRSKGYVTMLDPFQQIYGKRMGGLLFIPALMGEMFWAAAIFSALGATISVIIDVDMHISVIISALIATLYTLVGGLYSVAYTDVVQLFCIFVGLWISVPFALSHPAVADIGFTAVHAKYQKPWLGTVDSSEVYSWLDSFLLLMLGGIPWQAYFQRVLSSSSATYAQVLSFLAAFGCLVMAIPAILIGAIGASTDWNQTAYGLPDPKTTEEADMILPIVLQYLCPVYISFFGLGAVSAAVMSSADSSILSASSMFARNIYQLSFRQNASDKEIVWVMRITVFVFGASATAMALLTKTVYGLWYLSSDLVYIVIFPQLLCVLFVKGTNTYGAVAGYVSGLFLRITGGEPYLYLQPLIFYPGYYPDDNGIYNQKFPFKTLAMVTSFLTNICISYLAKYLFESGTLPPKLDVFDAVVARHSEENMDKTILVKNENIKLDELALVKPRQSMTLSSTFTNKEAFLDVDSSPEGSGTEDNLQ
CHT PAM: allosterically activates the human high affinity choline transporter. B-score at 10 µM. CHT-expressing cells, membrane potential dye, choline EC20; stronger effect = higher value; LV-AA mutant CHT in HEK293 cells. AID 488977. 310,000 compounds, 0.49% hits. Q9GZV3;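 active = initial fluorescence not abnormally high and integrated response B-score, plate-corrected, over 3 SD above library mean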
* marks the source's active call; other numbers are inactive results; i = inactive.

SMILES | CHT block | CHT PAM
Cc1ccc(C)c(NC(=O)Cn2cc(C(=O)C3CC3)c3ccccc32)c1 | i | i
Nc1nc(-c2ccc([N+](=O)[O-])cc2)cs1 | i | i
Cc1ccc(NS(=O)(=O)c2cc(Br)cnc2N)cc1C | i | i
C[C@@H]1O[C@@H](OC[C@H]2O[C@@H](Oc3c(-c4ccc(O)c(O)c4)oc4cc(O)cc(O)c4c3=O)[C@H](O)[C@@H](O)[C@@H]2O)[C@H](O)[C@H](O)[C@H]1O | i | i
CC(=O)c1c(N(C)C)ccnc1C(F)(F)F | i | i
C/C(=N\NC(=O)COc1ccc2ccccc2c1)c1cccs1 | i | i
COc1ccc(F)cc1S(=O)(=O)Nc1ccncc1 | i | i
CC(C)(C)C1CCC(=NNC(=S)Nc2cccnc2)CC1 (stereo unspecified) | i | i
CCOc1ccc(NC(=O)C2CC(=O)NC(N3CCc4ccccc43)=N2)cc1 (stereo unspecified) | i | i
FC(F)(F)c1ccccc1/C=N/N1CCN(Cc2ccccc2)CC1 | i | i
COC(=O)Nc1nc(-c2cc(Cl)ccc2Cl)cs1 | i | i
CCOC(=O)C(Sc1ncc(C#N)c(N)n1)C(C)C (stereo unspecified) | i | i
Cc1cc([N+](=O)[O-])nn1CCCC(=O)Nc1sc2c(c1C(N)=O)CCC(C)C2 (stereo unspecified) | i | i
Cc1cc(-c2nc3ncccc3o2)ccc1NC(=S)NC(=O)C(C)C | i | i
C/C(=N\Nc1nccnc1Cl)c1ccc(O)cc1 | i | i
CN(C)c1ccc(N2CN=C3SCC(=O)N3C2)cc1 | i | i
CC1=NNC(=O)C(CC(=O)Nc2ccc(Cl)c(Cl)c2)C1 (stereo unspecified) | i | i
Cc1nnc(SCC(=O)Nc2cccc(S(=O)(=O)NC3=NCCCCC3)c2)n1Cc1ccccc1 | i | i
CN1CCN(C(=S)c2ccc([N+](=O)[O-])cc2)CC1 | i | i
O=C(Cc1cccs1)Nc1nnc(-c2ccncc2)s1 | i | i
CC1(C)CC(=O)C=C(NC2CCCC(O)C2)C1 (stereo unspecified) | i | i
O=C(/C=C/Nc1ccc(F)c(Cl)c1)c1ccco1 | i | i
CCOC(=O)Cc1csc(NC(=O)CSc2ccc(Br)cc2)n1 | i | i
Cc1ccc(C2CC2c2n[nH]c(=S)n2-c2ccc(C)cc2)cc1 (stereo unspecified) | i | i
O=C(NC1CCN(S(=O)(=O)c2ccc(F)cc2)CC1)c1ccc(F)cc1 | i | i
COc1ccccc1CC(=O)Nc1cc(Cl)ccc1O | i | i
FC(F)(F)c1nnc2ccc(Cl)nn12 | i | i
Cc1ccc(N2CC(C(=O)Nc3nnc(SCC(=O)NCC4CCCO4)s3)CC2=O)cc1C (stereo unspecified) | i | i
O=C(c1ccccc1Br)N1CCCC(c2nc(-c3cccs3)no2)C1 (stereo unspecified) | -6.3* | i
Cc1ccccc1NC(=S)N(Cc1cccnc1)Cc1ccccc1Cl | i | i
Cc1[nH]nc(N=Cc2c(O)n(C)c(=O)n(C)c2=O)c1-c1ccccc1 | i | i
Cc1cc(N2CCOCC2)nc2ccc(NC(=O)CCC(=O)N3CCC(C)CC3)cc12 | i | i
O=C(Nc1ccccn1)c1ccc2c(c1)OCCO2 | i | i
Cc1ccc(Nc2c([N+](=O)[O-])c(=O)n(C)c3ccccc23)cc1C | i | i
CN(Cc1nc(Cc2ccccc2F)no1)Cc1cccc2ncccc12 | i | i
CC(C)(C)C(=O)N1CCN(S(=O)(=O)c2ccc3c(c2)OCCCO3)CC1 | i | i
Cc1ccc2c(c1)C1(OCCCO1)C(=O)N2CC(=O)NN | i | i
C/C=C(\C)C(=O)OC(C)(C)[C@H]1Cc2cc3ccc(=O)oc3cc2O1 | i | i
CCN(CC)C(=O)CC(c1cc(OC)c(OC)c(OC)c1)c1c(O)cc(OC)cc1OC (stereo unspecified) | i | i
O=C(COC(=O)CCc1ccc(S(=O)(=O)N2CCOCC2)cc1)NC1CCCC1 | i | i
O=C(NCC1CCCO1)c1onc(CSc2ccccc2F)c1C(=O)O (stereo unspecified) | i | i
COc1cc(OC)cc(C(=O)NNC(=O)c2ccccn2)c1 | i | i
CC(C)(C)c1ccc(CN(Cc2ccco2)Cc2nnnn2C2CCCC2)cc1 | i | i
Cc1ccc(N(CC(N)=O)C2SC(=O)N(C)C2=O)cc1 (stereo unspecified) | i | i
CCn1c(SCCC(C)C)nnc1-c1c[nH]c2ccccc12 | -5.5* | i
COc1ccc(NC(=O)NNC(=O)COc2ccc3ccccc3c2)cc1OC | i | i
CCOC(=O)N1CCN(C(=O)c2ccccc2-c2ccccc2)CC1 | i | i
CC1CN(S(=O)(=O)c2ccc(CN3C(=O)c4cccnc4C3=O)cc2)c2ccccc2O1 (stereo unspecified) | i | i
CCOC(=O)C1CCN(S(=O)(=O)c2c(C)n[nH]c2C)CC1 | i | i
COC(=O)CNC(=O)COC(=O)/C=C/c1ccccc1[N+](=O)[O-] | i | i
O=C(c1cccs1)N1CCC(c2nc3c(nnn3Cc3ccccc3Cl)c(=O)[nH]2)CC1 | i | i
CCOCCCNC(=O)/C(C#N)=C/c1cc(OC)c(O)c([N+](=O)[O-])c1 | i | i
Cc1ccc(CC(=O)NNC(=O)c2ccncc2)cc1C | i | i
CS(=O)(=O)c1nc(-c2ccc(Br)cc2)n[nH]1 | i | i
Cc1cc(C)nc(NS(=O)(=O)c2ccc(NC(=O)C3CC3)cc2)n1 | i | i
COC(=O)CC/C(=N/Nc1ccc(Cl)c(Cl)c1)C(=O)OC | i | i
CCN1CCN(S(=O)(=O)c2ccc(Cl)c(C(=O)Nc3ccccc3N3CCCCC3)c2)CC1 | i | i
CSc1ccc(Cl)c(C(=O)Nc2ccc(C)cn2)c1 | i | i
COc1ccccc1C(=O)NC(=O)COC(=O)c1ccc([N+](=O)[O-])cc1Cl | i | i
CN(C)Cc1nc2c(c(=O)[nH]1)C(C)(C)Cc1ccccc1-2 | i | i

Further structures:
SMILES | CHT block | CHT PAM
Cc1ccc(C)c2nc3sc(C(=O)O)cc3cc12 | i | i
O=C(Cc1ccccc1)NNC(=S)NC(=O)c1cccnc1 | i | i
Cc1ccc(C(=O)NCCSc2snnc2C)cc1 | i | i
Cc1[nH]nc2nc(SCC(=O)NCC3CCCO3)n(-c3ccc(Br)cc3)c(=N)c12 (stereo unspecified) | i | i
Cc1ccc(C(=O)Nc2nc3ccccc3n3nnnc23)cc1 | i | i
CCOc1cc(C(=O)Nc2ccccc2F)cc(Br)c1OCC | i | i
Cc1cccc(C(=O)Nc2nnc(SCC(=O)NC3CC3)s2)c1 | i | i
O=C1C(O)=C(O)C(=O)c2ccccc21 | i | i
CCCc1nc(-c2ccccc2O)n(-c2ccccc2)n1 | i | i
Cc1ccc(S(=O)(=O)Nc2ccc(Nc3ccccc3)cc2)cc1 | i | i
Cc1ccc(O)c(C2=NOC(O)(C(F)(F)F)C2)c1 (stereo unspecified) | i | i
COc1ccc(S(=O)(=O)Nc2ccccc2C(=O)N2CCOCC2)cc1C | i | i
C=CCn1c(SCC(=O)NC2CCCCC2)nnc1-c1cccnc1 | i | i
COc1ccc(NC(=O)CC2SC(=N)N(c3ccccc3)C2=O)c(OC)c1 (stereo unspecified) | i | i
C/C=C/C=[N+](\[O-])C(C)/C(=N/O)c1ccc(F)cc1 (stereo unspecified) | i | i
CCc1cccc2c(C#N)cn(CC(=O)NCCOC)c12 | i | i
Cc1cc(S(=O)(=O)N2CCCC2)ccc1OCC(=O)NCc1ccccn1 | i | i
CCOC(=O)c1c(C)[nH]c(C=C2C(=O)CCCC2=O)c1O | i | i
CCNc1ccc(S(N)(=O)=O)cc1[N+](=O)[O-] | i | i
c1ccc(-c2noc(C34CC5CC(CC(C5)C3)C4)n2)cc1 | i | i
COc1ccc([N+](=O)[O-])cc1NC(=O)CCS(=O)(=O)c1ccc(Br)cc1 | i | i
Cc1cccc(C)c1Nc1nnc(SCC(=O)Nc2ncc(C(F)(F)F)cc2Cl)s1 | i | i
O=C(Nc1ccc(C(=O)N2CCCCC2)cc1)c1ccc(Br)cc1 | i | i
COc1ccc(SCCCn2c(=O)c3c(ncn3C)n(C)c2=O)cc1 | i | i
O=C(N/N=C/c1ccc[nH]1)c1ccc([N+](=O)[O-])cc1 | i | i
Cc1ccc(NC(=S)NCCN2CCOCC2)cc1F | i | i
CCN(CC)CCn1c(=N)n(CCOc2ccccc2)c2ccccc21 | i | i
COc1ccc(-c2csc(Nc3ccc(S(=O)(=O)Nc4cc(OC)nc(OC)n4)cc3)n2)cc1 | i | i
CCOc1ncccc1C(=O)NCc1ccccc1 | i | i
Cc1ccc(-c2nc(CS(=O)(=O)CC(=O)NC3CC3)c(C)o2)cc1 | i | i
CCOc1ccc(S(=O)(=O)NCCC2=CCCCC2)c2ccccc12 | i | i
CC(NS(=O)(=O)c1ccc(OCC(=O)N2CCOCC2)c(Cl)c1)c1ccccc1 (stereo unspecified) | i | i
O=C1CN(C(=O)OCc2ccccc2)c2ccccc2N1 | i | i
CCN(CC)S(=O)(=O)c1ccc(NC(=O)COC(=O)c2ccc(-n3nc(C)cc3C)cc2)cc1 | i | i
Cc1cccc(NC(=O)c2cccc(NC3=NC4CS(=O)(=O)CC4S3)c2)c1 (stereo unspecified) | i | i
Cc1ccc2c(c1)c1c3n2CCN(C=O)C3CCC1 (stereo unspecified) | i | i
c1ccc(-n2nnnc2SCc2cn3cccnc3n2)cc1 | i | i
COC(=O)c1c(NC(=O)c2ccco2)sc2c1C(C(=O)OC)CC2 (stereo unspecified) | i | i
O=C(O)c1ccc2c(=O)n3c(nc2c1)/C(=C/c1ccc(OC(F)F)cc1OC(F)F)CC3 | i | i
Cc1ccc(NC(=O)C2CCN(S(=O)(=O)c3ccc4[nH]c(=O)oc4c3)CC2)cc1F | i | i
O=C(CNC(=O)c1ccc(Cl)cc1Cl)OCc1nc2ccccc2s1 | i | i
OCCc1ccc(-c2ccc(Cl)cc2)o1 | i | i
Cc1ccc(N(CC(=O)NC2CCCCC2)C(=O)CNC(=O)c2ccco2)c(C)c1 | i | i
Cc1nc2ccc(S(=O)(=O)N(C)CC(=O)N3CCc4ccccc4C3)cc2s1 | i | i
Cc1csc2ncc(C(=O)NC(C)c3ccccc3)c(=O)n12 (stereo unspecified) | i | i

Of the compounds above, these contain bromine.
SMILES | CHT block | CHT PAM
Cc1ccc(NS(=O)(=O)c2cc(Br)cnc2N)cc1C | i | i
CCOC(=O)Cc1csc(NC(=O)CSc2ccc(Br)cc2)n1 | i | i
O=C(c1ccccc1Br)N1CCCC(c2nc(-c3cccs3)no2)C1 (stereo unspecified) | -6.3* | i
CS(=O)(=O)c1nc(-c2ccc(Br)cc2)n[nH]1 | i | i
Cc1[nH]nc2nc(SCC(=O)NCC3CCCO3)n(-c3ccc(Br)cc3)c(=N)c12 (stereo unspecified) | i | i
CCOc1cc(C(=O)Nc2ccccc2F)cc(Br)c1OCC | i | i
COc1ccc([N+](=O)[O-])cc1NC(=O)CCS(=O)(=O)c1ccc(Br)cc1 | i | i
O=C(Nc1ccc(C(=O)N2CCCCC2)cc1)c1ccc(Br)cc1 | i | i

(listing goes on)
SMILES | CHT block | CHT PAM
CCOC(=O)CNC(=O)C1CCC(CNS(=O)(=O)c2cccc3nsnc23)CC1 (stereo unspecified) | i | i
CCN(CC(=O)Nc1c(F)cccc1F)C(=O)CNC(=O)C1CCCCC1 | i | i
COC(=O)/C(=C1/Oc2cc(C)oc(=O)c2S1)C(F)(F)F | i | i
CC(=O)c1c(C)n([O-])c2cc(C)ccc2[n+]1=O | i | i
COCCN(C(=O)Cc1cccs1)C(C(=O)NCc1ccc(OC)cc1)c1ccc(OC)cc1 (stereo unspecified) | i | i
CC1C(=O)N2CCCc3cc(NC(=O)C(=O)NCCc4ccccc4)cc1c32 (stereo unspecified) | i | i
Cc1ccc(S(=O)(=O)CC(=O)N2CCN(c3ccc(F)cc3)CC2)cc1 | i | i
Cc1cccc(C)c1NC(=S)N1CCC(N(C)CC2CCCO2)CC1 (stereo unspecified) | i | i
COc1ccc(CC(=O)Nc2ccc(C(=O)NC(C)(C)C)cc2)cc1 | i | i
CC(=O)N=c1c(C#N)cc2c(=O)n3cccc(C)c3nc2n1Cc1ccco1 | i | i
CCN(c1ccccc1)S(=O)(=O)c1ccc2[nH]cc(C(=O)N3CCOCC3)c(=O)c2c1 | i | i
Cc1cc(C)c(C)c(S(=O)(=O)Nc2ccc(C(=O)N3CCCC3)cc2)c1C | i | i
Cc1ccn2cc(CSc3ccccc3N)nc2c1 | i | i
O=C1CCn2nc(-c3ccc(Cl)cc3)cc2N1 | i | i
CCOC(=O)c1c(N)sc(C(=O)N2CCCC(C(N)=O)C2)c1C (stereo unspecified) | i | i
CC(=O)c1ccc(NC(=O)COC(=O)CCc2ccc(S(=O)(=O)N3CCOCC3)cc2)cc1 | i | i
Cc1cc(NC(=O)COC(=O)c2cc3c(s2)CCC(C)C3)no1 (stereo unspecified) | i | i
Cc1ccc(C(=O)OCC(=O)Nc2ncc(Cl)cc2Cl)cc1NC(=O)c1ccco1 | i | i
CC1(C)CC(=O)C=C(Nc2ccc(C(=O)O)cc2)C1 | i | i
O=c1[nH]c2ccccc2c(O)c1-c1ccccc1[N+](=O)[O-] | i | i

Entries of single compounds, looked up by structure. Screens in order: CHT block	CHT PAM
O=c1[nH]c2ccccc2c(O)c1-c1ccccc1[N+](=O)[O-] is listed with i	i
Cc1ccc(C(=O)OCC(=O)Nc2ncc(Cl)cc2Cl)cc1NC(=O)c1ccco1 is listed with i	i
CC(=O)c1ccc(NC(=O)COC(=O)CCc2ccc(S(=O)(=O)N3CCOCC3)cc2)cc1 is listed with i	i
